V-ATPase pHluor = yeast V-ATPase proton transport regulation by pHLuorin; S. cerevisiae, pHLuorin cytosolic pH fluorescence; response, % at 10 µM; hit rate 0.37% among 350,000; in the data active = response mostly above about 7.3%, no sharp cut-off; inactive = mostly below about 5.4%; also: actives read high; inactives centre near 0; some compounds called inactive have numbers as strong as hits; reference of the scale not given here
CDK5 inh = CDK5/p35 (human) kinase inhibition; hit rate 0.01% among 330,000; Recombinant CDK5/p35, ADP-Glo luminescence, 60 min; AID 488839; Q00535+Q15078; inhibition, % at 10 µM;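 active = highest replicate inhibition of at least 50% and at least 75% of replicates reaching 50%; inconclusive = only one of the two criteria met; inactive = both criteria failed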;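 also: plate controls were DMSO neutral control for no effect and GW8510 at 10 µM for full effect; many of its hits are not listed in these tables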
cardiac RTF act = increases calcium sensitivity of human cardiac regulated thin filaments. P19429+P45379. IANBD-labeled TnC RTF fluorescence at EC20 calcium; 0% EC20 calcium, 100% full calcium. activation, % at 7.2 µM. hit rate 0.24% among 340,000. AID 493008;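 active = activation above the mean over all tested compounds plus 3 SD, cut at about 30% in these data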;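 also: rise in fluorescence read as greater calcium sensitivity of cardiac thin filaments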
CAL PDZ FP-1 = human CAL PDZ-peptide interaction inhibition. purified CAL PDZ, TMR-peptide fluorescence polarization, 1 h. inhibition, % at 20 µM. hit rate 0.02% among 330,000. AID 504414;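 active = highest replicate inhibition of at least 40%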;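 also: plate controls were DMSO neutral control wells for no effect and unlabeled competitor peptide control wells for full effect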
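Material: tagged CAL PDZ domain; buffer or medium: 25 mM sodium phosphate pH 7.4, 150 mM NaCl, TCEP, IgG, Thesit; compound dosing: single point, 20 µM; schedule: 1 h incubation at room temperature before polarization reading; measured by: FP readout, S and P plane fluorescence; read-out basis: percent inhibition from loss of millipolarization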
dFosB activator = activators of mouse delta FosB homodimer; P13346; purified delta FosB, TAMRA-CDK5 oligo fluorescence polarization; percent of positive-control signal above neutral wells; activation, % at 25 µM; hit rate 0.99% among 340,000; AID 493131;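 active = mean activation above about 17%, with every replicate also reaching it, limit read from the data, passing the limit was not always enough; inconclusive = only one of the two conditions met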;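 also: fluorescence polarization rise as delta FosB binds a TAMRA Cdk5 AP-1 oligo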
Target sequence (P13346 whole entry, looked up): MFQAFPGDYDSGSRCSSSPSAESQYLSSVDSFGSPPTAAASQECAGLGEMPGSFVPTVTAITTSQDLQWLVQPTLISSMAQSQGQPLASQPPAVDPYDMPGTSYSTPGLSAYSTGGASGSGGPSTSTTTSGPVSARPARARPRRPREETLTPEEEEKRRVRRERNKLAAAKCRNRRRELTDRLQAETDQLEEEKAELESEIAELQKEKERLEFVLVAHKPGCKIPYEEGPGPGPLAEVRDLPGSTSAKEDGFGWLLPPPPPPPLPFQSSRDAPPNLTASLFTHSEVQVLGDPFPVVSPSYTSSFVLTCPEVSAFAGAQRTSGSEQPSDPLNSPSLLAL
Tat transport = E. coli Tat transport inhibition | hit rate 0.036% among 340,000 | inhibition, % at 10 µM | AID 488895 | E. coli MC4100 TorA-mCherry Tat export, fluorescence;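 active = mean replicate inhibition at least 50% and at least half of replicates individually reaching 50%; inconclusive = only one of the two criteria met; inactive = neither criterion met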;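 also: exported cargo escapes ClpAP degradation while cytoplasmic cargo is degraded and loses fluorescence; 0% = median of neutral control wells and 100% = median of NaSCN control wells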
MITF TRPM1 HTS = activators of MITF-driven TRPM1 promoter activity in SK-MEL-5 cells | SK-MEL-5 TRPM1-promoter luciferase, 24 h; % of positive control, neutral wells = 0 | activation, % at 12.5 µM | hit rate 0.75% among 300,000 | AID 588334;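 active = mean activation of at least 80% with every replicate also reaching 80%; inconclusive = mean reaches 80% but some replicate falls short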;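 also: 0% = neutral control wells and 100% = parthenolide positive control wells; values of inactives mirror those of a sister screen read the other way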
Wnt act = Wnt/beta-catenin pathway activation; activation, % at 9.35 µM; Wnt/beta-catenin reporter cell assay, activator, plate reader; hit rate 1.2% among 300,000; in the data active = activation above about 30%, passing the limit was not always enough; inconclusive = no clear call, values can overlap the other calls;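 also: 0% = neutral control wells and 100% = positive control wells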
CAL PDZ FP-2 = blocks peptide binding to the human CAL PDZ domain | inhibition, % at 24.9 µM | hit rate 0.92% among 300,000 | Q9HD26 | AID 602252 | purified CAL PDZ, TMR-peptide fluorescence polarization, 1 h;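 active = mean inhibition of at least 30% with at least half of replicates also reaching 30%; inconclusive = no clear call, values can overlap the other calls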;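 also: 0% = DMSO neutral control and 100% = excess unlabeled competitor peptide PRC23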
Rtt109 Vps75 = blocks Candida albicans Rtt109/Vps75 acetyltransferase activity | purified Rtt109/Vps75, ThioGlo CoA-SH fluorescence, 4 h | hit rate 0.16% among 330,000 | inhibition, % at 34.9 µM | Q5AAJ8;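 active = inhibition of at least 50% in every replicate; inconclusive = best replicate reaches 50% inhibition but some replicates fall short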
Target sequence (Q5AAJ8 whole entry, looked up): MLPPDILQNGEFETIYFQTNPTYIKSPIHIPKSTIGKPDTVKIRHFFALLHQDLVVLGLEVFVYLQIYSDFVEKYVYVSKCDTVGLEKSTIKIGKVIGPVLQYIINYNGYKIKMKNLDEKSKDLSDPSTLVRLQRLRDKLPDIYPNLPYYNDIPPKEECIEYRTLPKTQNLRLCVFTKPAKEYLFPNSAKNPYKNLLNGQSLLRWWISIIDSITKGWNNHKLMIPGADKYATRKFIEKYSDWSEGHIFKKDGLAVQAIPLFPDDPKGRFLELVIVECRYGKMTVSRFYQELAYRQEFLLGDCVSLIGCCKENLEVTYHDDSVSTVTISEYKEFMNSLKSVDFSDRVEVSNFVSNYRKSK
* hit, by the source's call; ? = inconclusive; . = no result given. The order is random; about 4.1% have a hit in one of these screens.

| mol | V-ATPase pHluor | CDK5 inh | cardiac RTF act | CAL PDZ FP-1 | dFosB activator | Tat transport | MITF TRPM1 HTS | Wnt act | CAL PDZ FP-2 | Rtt109 Vps75 |
| --- | --- | --- | --- | --- | --- | --- | --- | --- | --- | --- |
| Cc1onc(-c2c(Cl)cccc2Cl)c1C(=O)NCc1ccco1 | 5 | -0.8 | 2 | -0.1 | -3 | -1 | -3 | . | -3 | -13 |
| COc1ccc(-c2cc(C(=O)NNC(=S)NC(=O)c3c(-c4ccccc4)noc3C)[nH]n2)cc1 | -1 | 0.1 | 6 | -0.1 | 3 | 5 | 8 | -4 | . | -5 |
| CCC(C(=O)NC1CCCC1)N(C(=O)Cn1nnc(-c2ccc(C)o2)n1)C(C)(C)C (stereo not given) | -2 | -1.8 | 5 | . | -10 | -11 | 6 | -1 | -3 | -4 |
| CC(C(=O)NC(=O)NC1CCCCC1)N1CCN(c2ccc(O)cc2)CC1 (stereo not given) | -4 | -1.0 | 0 | 0.7 | -5 | -9 | -16 | -9 | 7 | 12 |
| COc1ccc(CNC(=O)CSc2nnc3c(n2)[nH]c2ccc(C)cc23)cc1 | 1 | 1.3 | 5 | -1.8 | 1 | 0 | -8 | 1 | -3 | -2 |
| COc1ccc(S(=O)(=O)N2CCC(C(=O)NCCC(=O)Nc3cccc(Cl)c3)CC2)cc1 | 1 | 1.1 | 1 | -1.6 | -15 | -4 | -13 | -1 | 41* | -5 |
| CC(C)(C)c1oc(C(=O)O)cc1CN1CCOCC1 | 0 | 1.6 | 5 | -1.0 | -7 | 4 | -8 | 1 | -2 | -5 |
| COC(=O)c1ccc(NC(=O)c2ccc3c(c2)C(=O)N(C)C3=O)cc1 | -1 | -0.8 | -4 | 0.0 | -4 | -1 | . | -2 | -1 | 2 |
| COc1ccc(-n2nnc3c(=O)n(C/C=C/c4ccccc4)cnc32)cc1 | 1 | 1.6 | 2 | -1.7 | 1 | 1 | -5 | . | -5 | -1 |
| CC(O)c1c(-c2ccccc2)nn(C)c1Cl (stereo not given) | 2 | 1.7 | 3 | 0.0 | -2 | -5 | 8 | -2 | 2 | 2 |

A second format for part of the listing above.
V-ATPase pHluor | CDK5 inh | cardiac RTF act | CAL PDZ FP-1 | dFosB activator | Tat transport | MITF TRPM1 HTS | Wnt act | CAL PDZ FP-2 | Rtt109 Vps75 | canonical_smiles
-1 | -0.8 | -4 | 0.0 | -4 | -1 | . | -2 | -1 | 2 | COC(=O)c1ccc(NC(=O)c2ccc3c(c2)C(=O)N(C)C3=O)cc1
1 | 1.6 | 2 | -1.7 | 1 | 1 | -5 | . | -5 | -1 | COc1ccc(-n2nnc3c(=O)n(C/C=C/c4ccccc4)cnc32)cc1
2 | 1.7 | 3 | 0.0 | -2 | -5 | 8 | -2 | 2 | 2 | CC(O)c1c(-c2ccccc2)nn(C)c1Cl (stereo not given)

The list continues:
| mol | V-ATPase pHluor | CDK5 inh | cardiac RTF act | CAL PDZ FP-1 | dFosB activator | Tat transport | MITF TRPM1 HTS | Wnt act | CAL PDZ FP-2 | Rtt109 Vps75 |
| --- | --- | --- | --- | --- | --- | --- | --- | --- | --- | --- |
| O=C1C2CC3N1CCC31c3ccccc3-n3c1c2ccc3=O (stereo not given) | 3 | 2.2 | 2 | -1.3 | -7 | 5 | -11 | -5 | 7 | 3 |
| Cn1nccc1C(=O)N1CCc2ccccc21 | 4 | 0.0 | 13 | . | -4 | 8 | . | 4 | -3 | 8 |
| COc1ccc(N(C(=O)Cn2cnc3ccccc32)C(C(=O)NC2CCCCC2)c2ccccc2)cc1 (stereo not given) | -2 | 0.0 | 4 | 0.5 | -9 | -3 | 4 | 56* | -2 | 18 |
| O=C1CSC(c2cccnc2)N1CC1CC1 (stereo not given) | 4 | 0.2 | 2 | -0.9 | -2 | 0 | . | 2 | -1 | -2 |
| O=C(N1CCOCC1)C1(c2ccc(Cl)cc2)CCCC1 | -3 | 2.4 | 8 | 0.5 | -3 | 3 | 1 | . | -4 | -1 |
| COc1cccc(C2=NOC(C(=O)Nc3c(C)n(C)n(-c4ccccc4)c3=O)C2)c1 (stereo not given) | 0 | 0.4 | 1 | 0.3 | 7 | 1 | -7 | 2 | 0 | -6 |
| NC(=O)c1cccc2c(=O)oc3ccccc3c12 | 4 | -5.9 | 12 | 0.8 | -4 | 10 | 1 | . | -5 | -5 |
| CC1CCN(S(=O)(=O)c2ccc(NC(=O)C3CCN(C(=O)c4ccco4)CC3)cc2)CC1 | 4 | -1.4 | -4 | -2.8 | -12 | 0 | -26 | 0 | -3 | 17 |
| O=C(CCC(=O)N1CCOc2ccccc21)N1CCN(c2ccccc2)CC1 | 2 | -0.1 | 3 | 0.5 | -2 | -5 | . | -2 | -3 | 3 |
| S=C(N/N=C/c1ccc(Br)cc1)N1CCCCC1 | 1 | 1.9 | -2 | 1.0 | -5 | -5 | . | -3 | -2 | 4 |

More records
| mol | V-ATPase pHluor | CDK5 inh | cardiac RTF act | CAL PDZ FP-1 | dFosB activator | Tat transport | MITF TRPM1 HTS | Wnt act | CAL PDZ FP-2 | Rtt109 Vps75 |
| --- | --- | --- | --- | --- | --- | --- | --- | --- | --- | --- |
| C[C@@H](C(=O)NCC1CCCO1)N1C(=O)N2CCc3c([nH]c4ccccc34)[C@@]2(C)C1=O (stereo not given in full) | 0 | -0.3 | 8 | -0.1 | -10 | 1 | 5 | -1 | -4 | 5 |
| COc1ccc(C(=O)/C=C/Nc2cc(C)on2)cc1 | 1 | 1.7 | 0 | -1.9 | -8 | -2 | ? | . | -4 | . |
| COc1ccc(N(CC(=O)Nc2cccc(C(C)=O)c2)S(C)(=O)=O)cc1OC | 0 | -0.2 | 5 | -0.5 | -4 | -9 | 3 | . | -2 | -9 |
| O=[N+]([O-])c1ccccc1/C=C/C=N/N1CCCCC1 | -2 | 5.4 | 2 | -3.3 | 2 | 0 | 73 | 8 | -1 | 3 |
| C=C1CCN([C@H](C(=O)OCc2cccc(C)c2)C(C)C)S(=O)(=O)c2ccccc21 | -2 | 0.0 | 2 | 1.0 | 2 | 3 | 3 | 0 | -1 | 5 |
| CN1CCN(CC(=O)Nc2nc(-c3ccccc3)cs2)CC1 | 1 | -0.1 | 6 | -1.9 | 3 | 1 | 1 | . | -4 | -10 |
| COc1ccc(OCCC(=O)OCC(=O)NCc2ccco2)cc1 | 6 | 1.0 | 2 | -1.0 | -5 | 5 | 0 | . | -1 | 13 |
| COCCNc1nc2c(S(=O)(=O)c3cc(C)ccc3C)nnn2c2ccccc12 | -1 | 0.8 | -1 | -3.1 | -1 | -9 | -8 | 1 | -4 | -2 |
| COc1ccc(-c2[nH]ncc2CNCCCSC)cc1F | 14* | 1.3 | 3 | -2.5 | -1 | 5 | 7 | -1 | -1 | -8 |
| Cc1ccc(NS(=O)(=O)c2ccc(CCC(=O)O)cc2)cc1 | -3 | -0.9 | 3 | 1.2 | 1 | 8 | 8 | -1 | -1 | 5 |

(list continues)
| mol | V-ATPase pHluor | CDK5 inh | cardiac RTF act | CAL PDZ FP-1 | dFosB activator | Tat transport | MITF TRPM1 HTS | Wnt act | CAL PDZ FP-2 | Rtt109 Vps75 |
| --- | --- | --- | --- | --- | --- | --- | --- | --- | --- | --- |
| CCN(CC)C1=NS(=O)(=O)c2cc([N+](=O)[O-])ccc21 | 0 | -0.1 | -2 | -0.3 | 2 | 10 | -43 | -1 | -3 | 0 |
| CCOC(=O)c1cc2c(=O)n3ccccc3nc2n(Cc2ccco2)c1=NC(=O)c1ccc(OC)cc1 | 0 | -0.8 | -3 | -3.7 | -24 | -4 | 1 | 4 | -5 | -2 |
| CN1C(=O)[C@H]2[C@@H](C3CC3)N3C(=O)CN(CCO)C(=O)[C@@]3(Cc3ccccc3)[C@H]2C1=O | 1 | -1.0 | 6 | 0.2 | -1 | 0 | -6 | -3 | -2 | -3 |
| CCc1nn(CC(=O)N2CC(C)CC(C)C2)c(=O)c2cccn12 (stereo not given) | 0 | 2.0 | -2 | -0.6 | -1 | 1 | 0 | 1 | -8 | -5 |
| Cc1cc(C)nc(N2CCCC(C(=O)NCc3ccccc3)C2)n1 (stereo not given) | 2 | -1.1 | 15 | 0.0 | -6 | 3 | . | -3 | -3 | -1 |
| O=C(CSc1ncccc1-c1nc2ccccc2[nH]1)Nc1ccc2c(c1)OCCO2 | -5 | -3.0 | -8 | -13 | -4 | -6 | -26 | . | -4 | 43 |
| Cc1ccccc1Nc1nc(-c2cccnc2)cs1 | 3 | 0.1 | 6 | . | -10 | 3 | 98* | ? | -1 | -4 |
| CCOC(=O)c1c(N2CCN(c3ccccc3)CC2)cc(C)nc1C | 0 | 0.5 | 4 | -0.1 | 3 | -8 | . | -3 | -22 | -3 |
| c1ccc(-c2ccccc2OCCOCCN2CCNCC2)cc1 | . | -0.3 | -9 | -1.7 | -1 | -2 | -2 | -2 | 3 | . |
| COc1ccc(NC(=O)Nc2cccc3ccccc23)cc1S(N)(=O)=O | 1 | -2.2 | 0 | -1.2 | -3 | 3 | -4 | 0 | -7 | 8 |

Next section:
compound	V-ATPase pHluor	CDK5 inh	cardiac RTF act	CAL PDZ FP-1	dFosB activator	Tat transport	MITF TRPM1 HTS	Wnt act	CAL PDZ FP-2	Rtt109 Vps75
CNC(=O)Nc1cc(C)nn1C	-2	-0.6	4	-3.5	-2	2	-12	0	-5	0
CC(OC(=O)c1ccc2c(=O)n3c(nc2c1)CCCCC3)C(=O)Nc1ncc(Cl)cc1Cl (stereo not given)	-3	2.4	6	-0.2	-3	-6	-12	-2	-4	-2
Cc1cc(C)cc(NC(=O)CC23CC4CC(C2)CC(n2nnc(C)n2)(C4)C3)c1	0	1.2	-1	-1.1	-1	3	-8	-6	.	-4
Cc1cccc(N2CCN(S(=O)(=O)c3ccc4c(c3)CCC(=O)N4)CC2C)c1 (stereo not given)	4	0.5	6	-1.1	1	-8	2	.	.	2
Cc1cccc(NC(=O)C(=O)NCc2ccccn2)c1	-1	1.0	-4	-1.9	-13	1	77	9	2	-7
CCCCSC1=C(C#N)C(c2ccccc2C)C(C(=O)OCC)C(=O)N1 (stereo not given)	1	-0.5	-6	-1.8	-14	11	-7	-3	-2	6
CC(C)(C)c1ccc(OCC(=O)Nc2ccc(-c3nc4cccnc4o3)cc2)cc1	-1	0.3	1	.	-6	-2	49	.	24	2
CC(C)NCC(O)Cn1c2c(c3ccccc31)CCc1c-2cnn1-c1ccccc1 (stereo not given)	0	0.0	-2	1.3	-8	4	-85	.	-8	-4
O=C(c1ccc2c(c1)OCO2)C1CCCN(C(=O)C2CCOCC2)C1 (stereo not given)	4	0.9	-3	-0.3	-3	-1	6	-1	-2	2

High-throughput results from PubChem BioAssay.
